Screens deposited in PubChem by The Scripps Research Institute Molecular Screening Center.
hgDAF-12 ag – H. glycines DAF-12 receptor agonists, primary screen, cell-based, luminescence, HEK293, GAL4 fusion, UAS-luciferase; HEK293 GAL4-hgDAF12 UAS-luciferase reporter, agonist luminescence; normalized to butyrate control; activation, % at 6.8 µM; hit rate 1.8% among 370,000; AID 687014, 2013;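 active = activation above a cutoff set at the mean of all screened compounds plus 3 SD, cut at about 10% in these data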;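 also: 0% = DMSO wells and 100% = sodium butyrate wells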
DAX1 inh-1 – DAX1 (NR0B1) inhibitors, primary screen, cell-based, HEK293, Gal4-DAX1, luciferase luminescence; HEK293 Gal4-DAX1 luciferase reporter; inhibition, % at 6.75 µM; hit rate 0.99% among 340,000; AID 504766, 2011;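 active = inhibition above the mean over all tested compounds plus 3 SD, cut at about 4.2% in these data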;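 also: 0% = DAX1-transfected cells with DMSO and 100% = empty-vector control cells with DMSO; inhibition shows as a rise in luminescence from relieved DAX1 repression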
PLCb3 inh – human PLC-beta3 inhibitors, primary screen, biochemical, fluorescence. Purified PLC-beta3, fluorogenic substrate. hit rate 0.18% among 370,000. AID 720704, 2013. inhibition, % at 12.2 µM. 1-phosphatidylinositol 4,5-bisphosphate phosphodiesterase beta-3 (Homo sapiens), Q01970; in the data active = inhibition above about 11%;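 also: 0% = median of compound wells on plate and 100% = full blocker control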
Target sequence (Q01970 whole entry, looked up): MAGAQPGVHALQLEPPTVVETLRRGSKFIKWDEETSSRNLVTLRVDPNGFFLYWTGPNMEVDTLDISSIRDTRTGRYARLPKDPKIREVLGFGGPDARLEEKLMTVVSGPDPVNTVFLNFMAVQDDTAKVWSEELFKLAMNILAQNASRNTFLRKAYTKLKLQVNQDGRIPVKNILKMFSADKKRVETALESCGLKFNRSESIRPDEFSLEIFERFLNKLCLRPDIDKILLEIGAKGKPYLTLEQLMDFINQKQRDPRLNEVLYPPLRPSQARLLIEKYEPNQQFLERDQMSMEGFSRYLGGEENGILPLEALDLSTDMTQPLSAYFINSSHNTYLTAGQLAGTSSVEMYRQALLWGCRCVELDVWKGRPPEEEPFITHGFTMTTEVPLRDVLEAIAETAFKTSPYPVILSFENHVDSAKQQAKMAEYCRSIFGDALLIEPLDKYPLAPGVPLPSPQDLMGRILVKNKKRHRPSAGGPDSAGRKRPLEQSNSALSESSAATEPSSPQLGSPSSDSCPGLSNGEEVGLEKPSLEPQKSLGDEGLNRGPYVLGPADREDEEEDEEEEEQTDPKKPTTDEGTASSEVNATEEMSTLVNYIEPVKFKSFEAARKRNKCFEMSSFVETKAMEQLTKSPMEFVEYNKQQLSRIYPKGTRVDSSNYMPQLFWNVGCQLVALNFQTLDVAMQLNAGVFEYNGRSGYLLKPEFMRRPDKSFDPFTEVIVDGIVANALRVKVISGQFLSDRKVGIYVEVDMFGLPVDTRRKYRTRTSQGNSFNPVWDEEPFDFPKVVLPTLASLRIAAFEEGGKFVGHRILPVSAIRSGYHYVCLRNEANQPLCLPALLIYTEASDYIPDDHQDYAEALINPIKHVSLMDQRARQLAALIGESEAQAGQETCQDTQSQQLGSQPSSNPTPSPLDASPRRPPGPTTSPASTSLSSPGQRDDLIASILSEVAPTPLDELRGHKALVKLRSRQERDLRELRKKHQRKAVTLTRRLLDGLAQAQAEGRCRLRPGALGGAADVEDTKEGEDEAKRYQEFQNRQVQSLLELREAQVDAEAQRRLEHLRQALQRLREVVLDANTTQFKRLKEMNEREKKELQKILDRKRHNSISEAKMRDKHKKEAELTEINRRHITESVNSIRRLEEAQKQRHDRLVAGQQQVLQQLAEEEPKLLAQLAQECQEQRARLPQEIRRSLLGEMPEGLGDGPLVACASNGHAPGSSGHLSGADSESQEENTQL
PLC-gamma1 inh – PLC-gamma1 enzyme inhibitors, primary screen, biochemical, fluorescence, purified enzyme; hit rate 0.84% among 370,000; inhibition, % at 12.2 µM; fluorogenic substrate; 1-phosphatidylinositol 4,5-bisphosphate phosphodiesterase gamma-1 (Homo sapiens), P19174; in the data active = inhibition above about 9.5%
ADAM10 inh – human ADAM10 inhibitors, primary screen, biochemical, QFRET, HTS. Disintegrin and metalloproteinase domain-containing protein 10 (Homo sapiens), O14672. recombinant ADAM10, EDANS/DABCYL FRET peptide cleavage, 3 h. inhibition, % at 7 µM. hit rate 0.62% among 370,000;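 active = inhibition above a per-campaign cutoff equal to the mean of compounds falling between control-based bounds plus 3 SD, cut at about 20% in these data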;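 also: 0% = DMSO wells while the 100% control is not disclosed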
ADAM17 inh – ADAM17 inhibitors, primary screen, biochemical, QFRET | recombinant ADAM17, EDANS/DABCYL FRET peptide cleavage | Disintegrin and metalloproteinase domain-containing protein 17 (Homo sapiens), P78536 | hit rate 0.83% among 370,000 | inhibition, % at 6.95 µM;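 active = inhibition above the mean of compounds lying between control limits plus 3 SD, set per campaign, cut at about 8.5% in these data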;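 also: 0% = DMSO-only wells as the low control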
DAX1 inh-2 – DAX1 (NR0B1) inhibitors on StAR promoter, primary screen, cell-based, luminescence, SF-1 (NR5A1), full-length DAX-1; HEK293T StAR-luciferase reporter, SF-1/DAX-1 repression relief; inhibition, % at 6.8 µM; hit rate 1.1% among 370,000; AID 652010, 2013;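 active = inhibition above the mean over all tested compounds plus 3 SD, cut at about 3.6% in these data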;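 also: 0% = DAX-1 cells with DMSO and 100% = cells lacking DAX-1 with DMSO; higher inhibition means more luminescence from relief of DAX-1 repression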
GAA850 FXN act – FXN promoter activators, primary screen, cell-based, luciferase luminescence, HEK293 lucGAA850; HEK293 lucGAA850 FXN promoter luciferase reporter, 24 h; percent of 10 µM SAHA response; activation, % at 6 µM; hit rate 0.56% among 360,000; AID 540364, 2011;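 active = activation above the average of all compounds screened plus 3 SD, cutoff fixed separately per campaign, cut at about 7.5% in these data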;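 also: 0% = DMSO wells and 100% = 10 µM SAHA wells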
HGIII-sPLA2 inh – human group III sPLA2 inhibitors, primary screen, biochemical, QFRET, BODIPY PC-A2 liposome substrate | hit rate 0.56% among 370,000 | inhibition, % at 12.2 µM | Group 3 secretory phospholipase A2 (Homo sapiens), Q9NZ20 | AID 743126, 2013 | QFRET BODIPY PC-A2 liposome hydrolysis, fluorescence;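 active = inhibition above mean plus 3 SD of compounds lying within the high and low control bounds, cut at about 19% in these data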;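 also: 0% = median of test compound wells and 100% = no enzyme DMSO wells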
hcDAF-12 act – H. contortus DAF-12 nuclear receptor activators, primary screen, cell-based, luminescence, HEK293, lit1-tk-luc reporter | hit rate 1.4% among 370,000 | HEK293 hcDAF-12 lit1-tk-luc reporter; 0% DMSO, 100% Δ7-dafachronic acid | activation, % at 6.8 µM;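 active = activation above the mean of all tested compounds plus 3 SD, cut at about 5.5% in these data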;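 also: 100% = response to 3 µM Δ7-dafachronic acid high control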
ssDAF-12 act – S. stercoralis DAF-12 nuclear receptor activators, primary screen, cell-based, luminescence, HEK293, GRIP1 co-expression, lit1-tk-luc; Nuclear hormone receptor DAF-12 (Strongyloides stercoralis); HEK293 ssDAF-12/GRIP1 lit1-tk-luc reporter; % of 3 µM dafachronic acid response; activation, % at 6.8 µM; hit rate 1% among 370,000;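 active = activation above the mean over all tested compounds plus 3 SD, cut at about 0.9% in these data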;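 also: 0% = DMSO-only wells and 100% = 3 µM delta7-dafachronic acid wells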
* = called active by the depositor; . = no result given. This is a random part of the collection; 6.9% or so of the library scored in one or more.

nr | smiles | hgDAF-12 ag | DAX1 inh-1 | PLCb3 inh | PLC-gamma1 inh | ADAM10 inh | ADAM17 inh | DAX1 inh-2 | GAA850 FXN act | HGIII-sPLA2 inh | hcDAF-12 act | ssDAF-12 act
1 | COc1cccc(NC(=O)CSc2nnc(-c3cc(C)[nH]n3)n2N)c1 | 2.5 | 1.2 | -2 | -1 | -6 | -3 | -1.2 | -3.7 | -2 | -0.4 | -1.3
2 | CCOC(=O)N1CCN(C(=O)c2ccc3c(=O)n(CCc4ccccc4)c(=O)[nH]c3c2)CC1 | -0.9 | -1.6 | -2 | 0 | -9 | -3 | -0.2 | -0.3 | -4 | -3.4 | -1.4
3 | CCOC(=O)c1cc2c(c(CCO)n1)[C@@H](CCO)N(S(=O)(=O)C(C)(C)C)C2 | 1.1 | -0.7 | -1 | -4 | -7 | -4 | -0.3 | -0.2 | 4 | -0.5 | -1.0
4 | NNC(=O)[C@H]1C[C@@H]1c1ccccc1 | 0.3 | 0.3 | 0 | 0 | -2 | -2 | -0.1 | -0.1 | -3 | 1.7 | -1.1
5 | CC1=C(CO)C(=O)OC([C@@H](C)C2CC[C@H]3C4C[C@H]5O[C@]56[C@@H](O)C=CC(=O)[C@]6(C)C4CC[C@]23C)C1 (some centres undefined) | -16 | -8.4 | 0 | 4 | -4 | -1 | -7.2 | -13 | -6 | -5.5 | -3.1
6 | CC1CCN(C(=O)c2ccc(NS(=O)(=O)c3ccc4[nH]c(=O)[nH]c4c3)cc2)CC1 | 1.6 | -0.5 | -5 | 1 | -9 | -1 | -0.1 | 0.3 | -1 | 0.1 | -0.2
7 | Fc1ccc2cnc(-c3ccccc3)c(-c3ccc(C(F)(F)F)cc3)c2c1 | 1.0 | 0.5 | -2 | 3 | 3 | 0 | 0.1 | 1.3 | 8 | 0.8 | -1.2
8 | COC(=O)C1(C(=O)OC)C/C=C\CCN(S(=O)(=O)c2ccccc2[N+](=O)[O-])CC1 | -3.5 | . | 4 | 3 | 9 | 4 | -1.7 | . | 4 | -1.2 | -1.3
9 | CN(C)c1cccc(C(=O)Nc2cccc(S(=O)(=O)NC3=NCCC3)c2)c1 | 6.3 | 1.3 | -66 | -36 | -24 | -11 | -0.9 | 2.7 | 2 | 0.5 | 0.8
10 | COc1cc(C(=O)O[C@H]2CC(C)=CC[C@@]3(C)CC[C@@](O)(C(C)C)[C@H]23)ccc1O | 2.4 | 3.2 | 1 | 8 | 7 | 4 | 0.3 | 16* | -19 | -2.1 | -1.7
11 | Cc1cc(NC(=O)COC(=O)c2ccccc2O)no1 | 0.6 | -0.7 | -4 | 5 | -10 | 2 | 0.7 | 0.7 | 1 | -0.8 | -1.0
12 | COc1ccc(CC(=O)OCC(=O)Nc2ncc(Cl)c(C)c2Cl)cc1 | 0.8 | -1.0 | -19 | -12 | -2 | -4 | -0.2 | 0.5 | -2 | 0.5 | -0.6
13 | Cc1cc(NC(=O)CCN2C(=O)C3C4C=CC(C4)C3C2=O)c2ccccc2n1 (centres undefined) | 0.0 | -0.4 | 3 | -1 | -5 | -1 | -1.3 | 0.1 | -2 | -2.3 | -1.6
14 | Clc1cc(Cl)c2nc(N3CCCCC3)sc2c1 | 8.1 | -0.4 | 6 | 9.9* | 7 | 2 | 2.2 | 4.9 | 1 | 3.2 | -0.7
15 | COc1ccc(/C(N)=N/OC(=O)Cc2cccs2)cc1 | 10 | -0.2 | 0 | 2 | 2 | 3 | 1.0 | 3.2 | -3 | 4.4 | -0.5
16 | CC(C)(C)NC(=O)C(c1ccc(F)cc1)N(CCc1ccccc1)C(=O)c1ccn[nH]1 (centres undefined) | 0.8 | -0.5 | 4 | 2 | -2 | 1 | -0.6 | -12 | -10 | -1.4 | -0.8
17 | CC(=O)C1(C)C(=O)N(c2ccc(C)cc2)C(=O)N1c1ccc(C)cc1 (centres undefined) | -3.8 | 2.1 | -4 | -2 | -18 | 0 | 0.5 | 1.0 | 8 | 1.0 | -0.8
18 | O=C(NCCCn1ccnc1)c1cccc(S(=O)(=O)Nc2ccccc2F)c1 | -3.1 | 0.5 | 4 | 3 | 0 | 1 | 0.5 | -1.2 | -2 | -2.7 | -0.9
19 | Cc1ccc(OCC(=O)c2cc(C)c(C)cc2C)c([N+](=O)[O-])n1 | -1.4 | 1.0 | -13 | -7 | -11 | 0 | 1.3 | 2.3 | -1 | 1.2 | -0.7
20 | Cc1cc(=O)[nH]c(SCC(=O)Nc2ccc(Cl)cc2C)n1 | 1.8 | . | 0 | 4 | 0 | 3 | 0.9 | . | 2 | -1.1 | -1.2
21 | Cc1nc2c(C)cccn2c1C(=O)c1ccccc1 | -5.8 | -0.3 | -5 | 2 | -4 | 0 | -1.6 | 0.9 | 11 | -1.9 | -1.6
22 | CC(C)CC1C(=O)N(Cc2cn(CCC3OCCO3)nn2)CCS(=O)(=O)N1Cc1ccc(-c2ccncc2)cc1 (centres undefined) | -3.5 | 0.4 | -1 | 2 | 5 | 0 | -1.0 | -2.0 | -4 | -1.6 | -1.9
23 | O=C(Nc1ccccc1C(=O)Nc1nnc(C(F)(F)F)s1)c1ccccc1 | -0.5 | -0.4 | -101 | -108 | 5 | -4 | -0.4 | -0.8 | -14 | -0.6 | -1.7
24 | Cc1ccccc1NC(=O)CCn1c(=O)oc2ccccc21 | -1.1 | 0.2 | 0 | 2 | -17 | 3 | 1.1 | -1.1 | 13 | 1.6 | -1.1
25 | Cc1ccc(-c2csc(NC(=O)CN3CC(C)OC(C)C3)n2)cc1 (centres undefined) | -0.8 | -0.2 | -6 | -2 | -3 | -3 | -0.8 | -4.0 | 2 | -1.7 | -2.3

nr | smiles | hgDAF-12 ag | DAX1 inh-1 | PLCb3 inh | PLC-gamma1 inh | ADAM10 inh | ADAM17 inh | DAX1 inh-2 | GAA850 FXN act | HGIII-sPLA2 inh | hcDAF-12 act | ssDAF-12 act
26 | CC(=O)c1ccc(NC(=O)C(C)NCc2ccc(Cl)cc2)cc1 (centres undefined) | 4.9 | 0.1 | -9 | -4 | -8 | -7 | -0.6 | 0.2 | -5 | 1.2 | -1.0
27 | Cc1ccc(C(=O)c2nccn2C)cc1C | 4.3 | -0.7 | -4 | 1 | -3 | 1 | 0.4 | 1.6 | 4 | 0.6 | -1.0
28 | Cc1cc(=O)oc2cc(OCC(=O)N/N=C/c3ccccc3O)ccc12 | -0.4 | 0.9 | -5 | 6 | -21 | -3 | 0.4 | -0.1 | -1 | 4.2 | -0.7
29 | N#CCC(=O)Nc1ccccc1C(=O)O | 0.7 | 1.2 | -2 | -3 | 5 | -3 | -0.1 | -1.2 | 0 | 4.0 | 0.1
30 | CC(=O)Nc1n[nH]c(-c2ccc(C)cc2)c1C | -1.5 | 0.2 | 4 | -3 | -2 | -2 | 0.1 | 3.2 | -5 | 0.4 | -0.9
31 | CCO[C@@H]1OC(C(=O)Nc2ccccc2)=C[C@H](c2coc3ccccc3c2=O)[C@H]1CCCO | -3.0 | 1.4 | -2 | 8 | 3 | -5 | 0.7 | 5.3 | -17 | -2.9 | -1.5
32 | CCn1c(C(O)c2cccc(OC)c2OC)nc2ccccc21 (centres undefined) | 1.7 | 0.6 | 1 | 1 | -6 | -2 | -0.2 | -1.0 | -4 | -0.6 | -1.4
33 | O=S1(=O)[C@H]2C[C@@H]3C=C[C@@]2(CN1Cc1cccc(F)c1)O3 | -0.9 | 1.9 | 0 | -1 | -6 | -6 | 0.1 | 1.4 | 5 | -1.2 | -1.3
34 | COc1cccc(C(O)c2nc(-c3ccncc3)cs2)c1 (centres undefined) | -5.0 | . | -3 | 4 | -10 | -6 | -2.8 | -0.9 | 4 | -2.6 | -1.7
35 | Cc1ccc(N=C2SC(C(=O)Nc3ccc(OC(F)(F)F)cc3)C(N)=C2C(=O)Nc2c(C)cc(C)cc2C)cc1 (centres undefined) | 1.6 | -0.3 | -6 | -5 | 27* | 14* | 0.0 | -4.1 | -29 | 1.3 | -1.5
36 | COc1ccc(-c2coc3cc(OC(C)=O)ccc3c2=S)cc1 | 11* | 4.5* | -300 | -234 | -265 | -79 | 2.5 | 4.6 | -15 | 1.9 | 0.7
37 | Cc1c(NC(=O)CC(=O)Nc2c(C)n(C)n(-c3ccccc3)c2=O)c(=O)n(-c2ccccc2)n1C | 0.2 | 0.1 | 3 | 2 | -2 | -1 | 0.8 | 0.9 | -2 | -1.0 | -1.3
38 | COc1ccc(NC(=O)C(=O)NNC(=O)C(C)Oc2ccc(Cl)cc2Cl)cc1 (centres undefined) | 4.1 | 0.0 | -1 | 0 | 14 | 4 | 0.1 | 0.6 | 5 | -1.1 | -1.2
39 | COC(=O)C/C(O)=C(/N=Nc1cccc(C(F)(F)F)c1)C(=O)OC | 0.3 | 0.0 | -1 | 1 | -5 | -2 | -0.3 | -0.3 | -1 | -1.3 | -1.3
40 | O=C(CCc1ccc(S(=O)(=O)NC2CCCCC2)cc1)NCc1ccccc1 | -1.5 | -1.0 | 2 | 0 | 5 | 2 | -0.5 | -1.2 | -9 | -1.1 | -1.7
41 | CCOC(=O)c1c(C)n(C)c2cc(Br)c(O)c(O)c12 | 2.6 | -0.6 | -11 | 1 | 3 | 0 | 0.4 | 1.8 | -9 | 1.4 | -0.8
42 | Clc1cccc(Cl)c1CSc1nnc(-c2sccc2-n2cccc2)o1 | 1.8 | -0.7 | 0 | 1 | 9 | 2 | 0.3 | 3.0 | -7 | -2.6 | -1.1
43 | Cc1nn(-c2ccccc2)c(C)c1C(=O)NCc1ccc(S(N)(=O)=O)cc1 | 0.5 | 2.2 | 6 | 4 | 16 | 0 | 0.1 | 1.3 | 6 | 2.0 | -0.4
44 | Cc1cc(O)cc(O)c1C=NCc1ccco1 | 1.1 | 1.3 | -16 | -12 | -47 | -11 | 0.5 | 2.0 | -2 | 3.2 | -1.3
45 | COc1ccc(OCc2nc3c4cc(OC)c(OC)cc4nc(=S)n3[nH]2)cc1 | -0.9 | 1.9 | 2 | 3 | 4 | 0 | -0.3 | -1.2 | 2 | -1.4 | -0.7
46 | Cc1cccc(N2CCN(c3cc(C)nc4nnnn34)CC2C)c1 (centres undefined) | -0.4 | 1.4 | -3 | -3 | 0 | -3 | -0.9 | 1.4 | -11 | -0.9 | -1.2
